Bioassay records from PubChem.
RT RNaseH block: HIV-1 RT RNase H inhibitors, primary screen, biochemical, fluorescence | inhibition, % at 10 µM | actives 1.9% (n = 65,000) | Gag-Pol polyprotein (Human immunodeficiency virus type 1 group M subtype B (isolate … | AID 565, 2006 | RT-RNase H RNA/DNA duplex cleavage; in the data active means inhibition above about 50%
RmlCD inh mix: RmlC and RmlD coupled enzyme inhibitors, primary screen, biochemical, 384-well, compound mixtures, retest | inhibition, % at 5.5 µM | actives 0.39% (n = 110,000) | RmlC/RmlD coupled enzyme inhibition, 384-well mixture HTS; in the data active means inhibition above about 30%, passing the limit was not always enough; inconclusive means no clear call, values can overlap the other calls; further: strong numbers were not always called active
An asterisk follows results filed as active; ? = inconclusive; nt = not tested or not shown.

Compound	RT RNaseH block	RmlCD inh mix
CCO[C@@H]1OC(C(=O)NCc2ccccc2)=C[C@H](c2ccccc2)[C@H]1CCCO	nt	-16
COCCCn1c2nc3ccccc3nc2c2c(=O)n(Cc3ccccc3Cl)cnc21	16	75*
O=C(Cn1c(=O)oc2ccccc21)N1CCCCC1	-4	3
O=C(NCCc1ccccc1)C1CCCN(C(=O)NC2CCCCC2)C1 (centres undefined)	3	-15
COC(=O)c1ccc([C@H]2C=C(C(=O)O)O[C@@H](OCc3ccc(CO)cc3)C2)cc1	nt	1
O=C(COC(=O)c1ccccc1)NCc1ccco1	12	10
Cc1onc(-c2ccccc2Cl)c1C(=O)N1CC(C)OC(C)C1 (centres undefined)	3	8
O=C(Cn1c(=O)oc2ccccc21)N1CCN(c2ccccc2)CC1	-8	2
O=C(Nc1nc(-c2ccc3c(c2)OCO3)cs1)C1COc2ccccc2O1 (centres undefined)	-2	-11
CCCCCCCCC(=O)O	nt	-22
CC(=O)Nc1ccc(S(=O)(=O)NNC(=O)COc2ccc(C(C)(C)C)cc2)cc1	nt	2
COc1ccc(S(=O)(=O)N[C@@H](CC(C)C)C(=O)O)cc1	-2	-11
O=C(COC(=O)c1cnccn1)c1ccccc1	-1	nt
S=c1[nH]nc(-c2cccnc2)n1/N=C/c1cccs1	nt	1
CCOC(=O)N1CCC(NC(=O)c2ccc(CS(=O)(=O)c3ccc(OC)cc3)o2)CC1	0	9
CCc1[nH]c(=O)c(C#N)c2c1CSC(C)(C)C2	1	-6
CCOC(=O)C1CCCN(C(=O)c2cc(-c3ccccc3)on2)C1 (centres undefined)	-8	7
CSCCC(NC(=O)c1cncc(Br)c1)C(=O)O (centres undefined)	-2	-18
CCOc1cc(/C=C(/C#N)c2ccc(F)cc2)ccc1OCc1ccc(C(=O)O)o1	-61	-4
Cc1cc(CNC(=O)C2(C(F)(F)F)CC(CCCO)CCCO2)nn1C (centres undefined)	nt	-2
COc1ccc(N2C(=O)CCC(C(=O)O)C2c2ccc(OC)c(OC)c2)cc1 (centres undefined)	nt	-14
O=C(O)c1ccc(NC(CSCc2cccc(F)c2)C(=O)O)c([N+](=O)[O-])c1 (centres undefined)	nt	11
CC1CN(CN2C(=O)c3ccccc3C2=O)CC(C)O1 (centres undefined)	nt	6
COc1ccccc1OCC(=O)N1CCNC1=O	-18	-18
CCCn1c(SCC(=O)/C(C#N)=C(\C)N)n[nH]c1=O	2	5
Cc1cc(C)cc(NC(=O)C2(c3ccccc3)CC2(Cl)Cl)c1 (centres undefined)	nt	2
COc1cc(-c2nc3n(n2)C(c2cccc(OC)c2OC)C2=C(CCCC2=O)N3)cc(OC)c1OC (centres undefined)	-7	-2
CCN(CC)c1ccc2c(c1)OC(N)=C(C#N)C2c1cccnc1 (centres undefined)	-10	4
COc1cc(C(=O)N(CCc2ccccc2)C2CC3CCC(C2)N3C)cc(OC)c1OC (centres undefined)	-5	-10
CCOc1ccc(NC(=O)C2CSC(c3ccncc3)=N2)cc1 (centres undefined)	2	-8

A portion from further up, as a working copy:
Compound	RT RNaseH block	RmlCD inh mix
CCO[C@@H]1OC(C(=O)NCc2ccccc2)=C[C@H](c2ccccc2)[C@H]1CCCO	nt	-16
COCCCn1c2nc3ccccc3nc2c2c(=O)n(Cc3ccccc3Cl)cnc21	16	75*
O=C(Cn1c(=O)oc2ccccc21)N1CCCCC1	-4	3

Continuation.
Compound	RT RNaseH block	RmlCD inh mix
Cc1ccc(OCC(=O)Sc2ccc(C)cc2)cc1	nt	4
CCS(=O)(=O)N1CCC(NC(=O)c2cc(OC)cc(OC)c2)CC1	nt	11
C=CCn1c(O)c(C(C)=NCCN2CCOCC2)c(=O)[nH]c1=O	-6	9
CC(CCCC(C)(C)O)NCCO (centres undefined)	-6	-67
Cc1ccccc1NC(=O)CC1(c2ccc(N(C)C)cc2)C(=O)c2ccccc2C1=O	nt	6
Cc1c(NC(=O)CSc2nnc3sc4ccccc4n23)c(=O)n(-c2ccccc2)n1C	3	7
Cc1nc(SCC(=O)Nc2c(C)n(C)n(-c3ccccc3)c2=O)[nH]c(=O)c1C	nt	-13
CCOc1ccccc1N1CCN(S(=O)(=O)CC)CC1	53*	-13
CC(=O)c1cc(F)c(N2CCCCCC2)cc1C	nt	-3
CS(=O)(=O)c1cccc(C(=O)NC(c2ccccc2)c2ccccc2)c1	nt	8
COCCn1c(SCC(=O)N2CCCC2)nnc1C(C)C	-11	-2
Cn1c(=O)n(C)c(=O)n(CC(=O)N2CCCCC2)c1=O	-2	-4
Cc1ccc2cc(C#N)c(N3CCCN(C(=O)C4CCCO4)CC3)nc2c1 (centres undefined)	15	-7
COc1ccc(-n2cnc3cc(NCc4ccccn4)ccc32)cc1	nt	8
COCCCn1c2nc3ccccc3nc2c2c(=O)n(Cc3ccc(Cl)cc3)c(C)nc21	3	nt
CCc1nn(CC(=O)O)c(=O)c2ccccc12	-25	-7
Clc1cccc(-c2nnc(SC/C=C/c3ccccc3)n2Cc2ccco2)c1	nt	-11
OC1CCN(c2ncnc3c2nnn3Cc2c(F)cccc2Cl)CC1	-21	nt
c1ccc(-c2nnc3sc(-c4csc5c4CCCC5)nn23)cc1	69*	0
N#CC(C#N)=C1CCc2ccccc2N1	nt	7
O=C(CN1CCCCC1)NCC(=O)Nc1ccc(Br)cc1C(=O)c1ccccc1	nt	2
COc1cccc2cc(C(=O)N3CCN(C45CC6CC(CC(C6)C4)C5)CC3)c(=O)oc12	4	3
O=S(=O)(c1ccc(N2CCOCC2)cc1)N1CCOCC1	-13	-6
O=C1CC(c2ccccc2)CC(O)=C1C=NCCCO (centres undefined)	1	3
COc1cc(C2Nc3ccc4ncccc4c3C3=C2C(=O)CCC3)ccc1O (centres undefined)	1	13
CCCn1c(=O)c2ccccc2n2c(SCC(=O)c3ccccc3)nnc12	-12	0
O=C(NCCNC(=O)c1cccs1)c1ccco1	-1	-2
CCC(C)N1C(=O)C2C(C(=O)Nc3cccc(OC)c3)C3C=CC2(O3)C1C(=O)NC1CCCCC1C (centres undefined)	5	-2
COc1ccccc1NC(=O)CSc1nc2n[nH]c(C)c2c(=N)n1-c1ccccc1Cl	nt	0
CC(=O)N1CCCc2cc(S(=O)(=O)NC(C(=O)NC(C)c3ccccc3)C(C)C)ccc21 (centres undefined)	-11	-8

Six structures out of the list, arranged by formula weight, ascending:
Compound	RT RNaseH block	RmlCD inh mix
N#CC(C#N)=C1CCc2ccccc2N1	nt	7
CCOc1ccccc1N1CCN(S(=O)(=O)CC)CC1	53*	-13
O=S(=O)(c1ccc(N2CCOCC2)cc1)N1CCOCC1	-13	-6
Cc1ccc2cc(C#N)c(N3CCCN(C(=O)C4CCCO4)CC3)nc2c1 (centres undefined)	15	-7
COc1cccc2cc(C(=O)N3CCN(C45CC6CC(CC(C6)C4)C5)CC3)c(=O)oc12	4	3
COCCCn1c2nc3ccccc3nc2c2c(=O)n(Cc3ccc(Cl)cc3)c(C)nc21	3	nt

(continued)
Compound	RT RNaseH block	RmlCD inh mix
O=C(Oc1ccc(-c2nc(-c3ccccn3)no2)cc1)c1ccccc1	10	4
Nc1nc(-c2cccs2)c(NC(=O)c2ccccc2)s1	42	5
Cc1ccc2oc3c(c(=O)c2c1)C(c1cccc(Br)c1)N(Cc1ccco1)C3=O (centres undefined)	60*	7
CNC(=O)c1sccc1SCc1ccc(Cl)cc1Cl	nt	7
Cc1occc1C(=O)NCc1ccc(C(=O)O)o1	nt	5
O=C(CCc1ccccc1)NNC(=O)COc1ccccc1	nt	-12
Fc1ccc(CNc2cnccn2)cc1	nt	12
Cc1ccc(S(=O)(=O)/C(C#N)=C/c2c(N3CC(C)OC(C)C3)nc3c(C)cccn3c2=O)cc1 (centres undefined)	nt	5
O=C(NCCCN1CCN(c2ccccc2)CC1)Nc1ccccc1C(F)(F)F	6	-12
COC(=O)c1oc2ccc(Br)cc2c1NC(C)=O	-17	-7
O=C(NCCNC(=O)c1ccc(Br)o1)c1ccc(Br)o1	-19	11
Cc1ccc(/C=C/C2=NN(Cc3ccc(Cl)c(Cl)c3)C(=O)CC2)cc1	nt	-5
CCc1c(C(=O)NNC(=S)NCCc2ccccc2)csc1C	nt	-9
CC1(C)CC(=O)c2sc(NC(=O)Cc3cccs3)nc2C1	nt	26
COc1cc(C2NC(=O)NC(O)(C(F)(F)F)C2C(=O)c2cccs2)ccc1O (centres undefined)	5	6
COc1ccccc1NC(=O)C1=C(C)Nc2nc(-c3ccc(N(C)C)cc3)nn2C1c1ccncc1 (centres undefined)	-17	17
Cc1ccc(C)c(S(=O)(=O)N2CCN(CC(=O)NC(=O)NCc3ccccc3)CC2)c1	-4	4
O=C1C2CC=C(Cl)CC2C(=O)N1CCC[n+]1ccccc1 (centres undefined)	nt	-3
CCn1cc(C(=O)NCCCN2CCC(C)CC2)c(=O)c2cc(S(=O)(=O)N3CCCC3)ccc21	1	6
O=C1c2ccccc2C(Nc2cccnc2)N1Cc1ccc2c(c1)OCO2 (centres undefined)	-5	-1
O=C(NCc1ccc2c(c1)OCO2)C1CC(=O)N(C2CCCC2)C1 (centres undefined)	-1	7
O=C(c1ccco1)N1CCN(c2ncnc3scc(-c4cccs4)c23)CC1	-12	5
Cc1ccc(C(=O)NCCNS(=O)(=O)c2ccccc2)cc1	-9	nt
CCCNC(=O)N[C@@H](Cc1ccccc1)C(=O)OC	nt	-8
CC(C)c1ccc(C2NC(=O)NC3=C2CCc2ccccc23)cc1 (centres undefined)	nt	5
O=C(NCCc1ccccc1)c1ccc(=O)[nH]c1	nt	-10
COCCn1c(CNc2ccc(F)cc2)nnc1SCC(=O)Nc1ccc(OC)cc1OC	-3	19
Cc1ccc(C2C(C#N)=C(N)Oc3c2c(=O)n(C)c(=O)n3C)cc1 (centres undefined)	nt	-9
CC(C)(C)OC(=O)N1CCCC1C(=O)N1CCCC1C(=O)N1CCCC1C(=O)O (centres undefined)	0	1
CC(C)C[C@@H](CO)NC(=O)CC[C@H](NC(=O)OC(C)(C)C)C(=O)N(Cc1ccccc1)Cc1ccccc1	nt	-1
O=C(NCc1ccco1)c1cnn2c(C(F)(F)F)cc(-c3ccccc3)nc12	21	-4
O=C1Nc2ccccc2/C1=N\N=C\C1=C(N2CCOCC2)C(=C\c2ccccc2)/CC1	nt	1
O=C(/C=C/NNC(=O)c1cccc(Br)c1)c1ccccc1	nt	8
O=C(COC(=O)c1ccccc1C(=O)N1CCN(c2ccccc2)CC1)Nc1ccc(F)cc1	nt	-12
Clc1ccc(-c2noc(CN3CCN(c4ccccc4)CC3)n2)cc1	-1	6
CC(NC(=O)c1ccco1)C(c1cccs1)N1CCN(c2ccccc2)CC1 (centres undefined)	5	-15
CCOC(=O)N1CCC(NC(=O)c2cnn3c(C(F)(F)F)cc(-c4cccc(OC)c4)nc23)CC1	16	121*
O=C(NCc1ccccc1)C1=C[C@H](c2csc3ccccc23)C[C@H](OCc2ccc(CO)cc2)O1	nt	4
COc1ccccc1-c1nnc2sc(C3CCCCC3)nn12	-28	31
O=C(c1ccc2c(=O)n(Cc3ccc4c(c3)OCO4)c(=S)[nH]c2c1)N1CCC2(CC1)OCCO2	-19	5
CCOC(=O)C1=C(N)OC2=C(C(=O)CC(C)(C)C2)C1C1CCCCC1 (centres undefined)	-21	?
Cc1ccc(Cl)cc1N1CCN(C(=O)C2(S(=O)(=O)c3ccc(Cl)cc3)CC2)CC1	nt	11
Nc1ncnc2c1ccn2[C@@H]1O[C@H](CO)[C@@H](O)[C@H]1O	nt	-13
O=C(NCCN1CCOCC1)c1cc(-c2ccc(F)cc2)on1	8	-9
CCN(CC)CCn1c(NCc2ccc(OC)cc2)nc2ccccc21	-21	-6
CC(=O)Nc1ccc(S(=O)(=O)N(C)c2ccccc2)cc1	-6	-6
C[C@@H](C(=O)Nc1nc(-c2ccccn2)cs1)N1C(=O)C2CCCCC2C1=O (some centres undefined)	nt	-3
CN(CCOc1ccccc1)c1ccc(S(=O)(=O)N2CCCCC2)cn1	nt	0
O=C1CNC(=O)/C1=C\N1CCCCC1	-18	nt
COCc1cc(=O)[nH]c(/N=C(\N)Nc2ccc(Oc3ccccc3)cc2)n1	-2	-5
O=C1C2C3c4ccccc4C(c4ccccc43)C2C(=O)N1Cc1ccco1 (centres undefined)	-4	17
O=C(NNS(=O)(=O)c1cc(Cl)cc(Cl)c1)c1sccc1-n1cccc1	nt	-41
Cn1c(N)cc(=O)n(Cc2ccccc2)c1=O	nt	-11
O=C(CSc1nc2ccccc2o1)Nc1ccc(Cl)cc1	nt	-10
Cc1ccc(S(=O)(=O)N(C)CCCC(=O)Nc2ccncc2)cc1	-62	nt
Cc1cc(C(=O)Nc2c(F)cc(F)cc2Br)c(C)o1	-9	0
CC1CC(=O)C2=C(C1)Nc1ncnn1C2c1ccccc1 (centres undefined)	-4	7
NC(=S)N/N=C/c1ccccc1OCc1cccc(Cl)c1	nt	-9
COC(=O)C1=C(C)NC(=O)CC1c1ccc(C(=O)OC)cc1 (centres undefined)	-4	2
O=C(O)c1cn(-c2ccc(F)c(F)c2)c2c(F)c(F)c(F)c(F)c2c1=O	nt	1
CC(=O)N1CCc2cc(NC(=O)c3ccc(C)cc3)ccc21	-3	1
Cc1nc(CC(=O)O)c(-c2ccccc2)s1	0	-2
Cc1ccc(C2CC(c3ccccc3OC(F)F)Nc3ncnn32)cc1 (centres undefined)	-21	7

Only part of the results is shown; the hit share may differ from the screen's.
